Assay outcomes deposited in PubChem by several laboratories.
p-CIP stab down = lowers stability of the mouse p/CIP coactivator protein; Q05BA5; F442A p/CIP-EGFP cells, EGFP fluorescence, 16 h; decrease of EGFP signal, % at 10 µM; 290,000 tested, 0.01% active; AID 1984;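 active = EGFP signal decrease of at least 30% at 10 µM or well 3 SD below plate mean, unless failing retest; inactive = the rest, including hits failing retest or dose response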; also: some compounds called inactive have numbers as strong as hits; many of its hits are not listed in these tables
FID counter = counter-screen for HCV NS3 helicase inhibitors: DNA intercalator displacement; DNA fluorescent intercalator displacement, fluorescence; inhibition, % at 7.9 µM; 290,000 tested, 0.17% active; in the data active = inhibition above about 37%;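 also: 0% = vehicle and 100% = reference compound; higher means more ethidium bromide displaced from hairpin DNA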
MEKK3 PB1 HTS = MEKK3-MEK5 PB1 interaction, increase or decrease | 290,000 tested, 1.4% active | binding response (% of control), % at 10 µM | bead-based flow cytometry, Alexa488-MEK5 binding to MEKK3; actives lie on both sides; 0 = blocked by unlabeled MEK5, 100 = vehicle | Q99759;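 active = binding response more than 3 SD above or below the average of its plate-row segment, actives on both sides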;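 also: Alexa488 bead fluorescence after subtracting the streptavidin-only scavenger bead signal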
Target sequence (Q99759 whole entry, looked up): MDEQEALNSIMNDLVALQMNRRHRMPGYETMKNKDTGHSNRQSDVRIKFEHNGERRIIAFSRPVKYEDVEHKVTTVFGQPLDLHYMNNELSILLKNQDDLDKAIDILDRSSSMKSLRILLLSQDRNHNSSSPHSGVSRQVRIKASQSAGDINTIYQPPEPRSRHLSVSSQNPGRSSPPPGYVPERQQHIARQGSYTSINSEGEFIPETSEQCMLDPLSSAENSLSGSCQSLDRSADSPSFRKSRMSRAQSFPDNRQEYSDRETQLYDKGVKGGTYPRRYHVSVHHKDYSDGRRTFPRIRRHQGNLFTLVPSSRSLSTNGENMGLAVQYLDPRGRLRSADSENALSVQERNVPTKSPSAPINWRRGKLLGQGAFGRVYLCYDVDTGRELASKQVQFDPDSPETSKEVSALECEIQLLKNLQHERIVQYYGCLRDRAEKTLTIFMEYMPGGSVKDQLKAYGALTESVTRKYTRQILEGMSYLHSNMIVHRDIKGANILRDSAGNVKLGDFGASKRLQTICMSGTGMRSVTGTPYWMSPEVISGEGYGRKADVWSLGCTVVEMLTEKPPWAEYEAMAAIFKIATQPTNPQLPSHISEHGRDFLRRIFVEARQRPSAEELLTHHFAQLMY
VIM-2 inh = inhibitors of Pseudomonas aeruginosa VIM-2 metallo-beta-lactamase; 290,000 tested, 0.89% active; AID 1527; inhibition, % at 5.6 µM; purified VIM-2, nitrocefin hydrolysis, epi-absorbance fluorescence;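 active = inhibition above the mean of all tested compounds plus 3 SD, cutoff set per screening run, cut at about 7.5% in these data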;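 also: red hydrolysis product quenches plate fluorescence so inhibitors raise well fluorescence; 0% = enzyme with DMSO and 100% = DMSO without enzyme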
NS3 helicase inh = inhibitors of Hepatitis C virus NS3 helicase; AID 1800; inhibition, % at 10.9 µM; 290,000 tested, 0.56% active; NS3 helicase DNA unwinding, Cy5 molecular beacon fluorescence;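 active = inhibition above the mean of all tested compounds plus 3 SD, set per campaign, cut at about 35% in these data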;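 also: 0% = DMSO wells and 100% = thioflavine S control wells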
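Assay system: hepatitis C virus NS3 helicase domain fragment enzyme. Also added: annealed dual-labelled DNA beacon duplex, ATP-started. Timing: 1 h reaction at 25 °C, ATP-initiated. Technique: Cy5 fluorescence at 0 and 60 min, beacon hairpin quenching. Evaluation: % inhibition of unwinding. Replication: one well per compound.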
IDE act = activators of human insulin-degrading enzyme in cells. P14735. HEK cells, FAbeta-B cleavage, fluorescence polarization; 0% vehicle, 100% cell-free pure enzyme wells. activation, % at 5.96 µM. 340,000 tested, 0.073% active;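 active = activation above the mean of all tested compounds plus 3 SD, set per screening campaign, cut at about 17% in these data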
PHOSPHO1 inh = PHOSPHO1 (human) inhibition. 290,000 tested, 1.1% active. AID 1565. inhibition, % at 13.3 µM. recombinant PHOSPHO1, absorbance phosphatase assay. Q8TCT1; in the data active = inhibition above about 60%
Target sequence (Q8TCT1 whole entry, looked up): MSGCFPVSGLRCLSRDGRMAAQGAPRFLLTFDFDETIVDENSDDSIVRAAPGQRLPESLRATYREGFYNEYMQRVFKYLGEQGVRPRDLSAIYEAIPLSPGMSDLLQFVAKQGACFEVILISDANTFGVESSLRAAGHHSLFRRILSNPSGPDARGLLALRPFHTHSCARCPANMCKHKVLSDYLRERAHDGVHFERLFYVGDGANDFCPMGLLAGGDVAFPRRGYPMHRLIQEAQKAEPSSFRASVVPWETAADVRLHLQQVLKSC
IMP-1 inhibitor = blocks Pseudomonas aeruginosa IMP-1 metallo-beta-lactamase; purified IMP-1, nitrocefin hydrolysis, epi-absorbance fluorescence; inhibition, % at 5.6 µM; 290,000 tested, 0.45% active;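 active = inhibition above the mean plus 3 SD of all compounds in the same screening run, cut at about 4.5% in these data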;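 also: 0% = IMP-1 with DMSO and 100% = DMSO wells lacking enzyme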
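assay system = purified recombinant IMP-1 metallo-beta-lactamase enzyme | schedule = 15 min preincubation plus 25 min reaction at 25 °C | signal = Epi-absorbance fluorescence, 480 nm excitation, 530 nm emission | read-out basis = percent inhibition from optical density relative to buffer-blank wells | controls = IMP-1 with DMSO as 0%, enzyme-free DMSO as 100%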
UBC9 SUMO inh = blocks human SUMOylation mediated by UBC9; 290,000 tested, 0.36% active; inhibition, % at 35 µM; P63279; HTRF SUMOylation assay, SAE1/SAE2 + UBC9, in vitro; in the data active = inhibition above about 50%, passing the limit was not always enough; also: strong numbers were not always called active
Target sequence (P63279 whole entry, looked up): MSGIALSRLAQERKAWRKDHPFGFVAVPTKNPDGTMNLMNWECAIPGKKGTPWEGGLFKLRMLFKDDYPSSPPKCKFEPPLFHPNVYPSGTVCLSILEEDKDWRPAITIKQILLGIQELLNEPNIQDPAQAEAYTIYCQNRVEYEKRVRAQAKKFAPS
* marks the source's active call; other numbers are inactive results; . = no result given; & = joins results of further samples.

SMILES	p-CIP stab down	FID counter	MEKK3 PB1 HTS	VIM-2 inh	NS3 helicase inh	IDE act	PHOSPHO1 inh	IMP-1 inhibitor	UBC9 SUMO inh
COc1ccc(N2CCN(C(=O)c3ccc(Oc4ccc(C(F)(F)F)cn4)cc3)CC2)cc1	7	-12	96	-1.9	0	-2	-18	-2.0	-17
COc1cc(C(=O)NNC(=O)c2ccc(S(=O)(=O)N3CCCCC3)cc2)cc(OC)c1OC	-5	-14	98	-1.5	14	4	6	-3.0	-7
Cc1ccc(CC(=O)O/N=C(\N)c2ccccn2)cc1	11	-14	99	-2.9	11	2	10	-5.6	24
CC(=O)NC1CC2CCCC(C1)N2Cc1ccc(C)cc1 (stereo not given)	-10	-4	103	-1.3	9	5	17	-2.4	18
c1ccc(-c2[nH]ncc2CN2CCN(Cc3ccc4c(c3)OCO4)CC2)cc1	10	5	94	1.8	-3	-1	3	-1.1	15
Cc1nc(NC(=O)c2ccc(Br)s2)sc1C(=O)N(C)C	20	-7	106	-0.8	-2	0	24	-3.0	17
O=C(/C=C/c1c(F)cccc1Cl)Nc1cccnc1	-1	-4	106	3.1	12	2	25	2.2	-2
Cc1cc(C(=O)c2ccc(Cl)cc2)c(NC(=O)CCl)s1	4	-2	135*	-0.7	12	-1	-5	-3.7	-15
C=CCN=c1scc(-c2ccc(F)cc2)n1/N=C/c1ccccn1	-9	-29	101	-2.9	-15	-7	3	-7.5	-2
Nc1nc(-c2ccccc2)nn1S(=O)(=O)c1ccccc1	-10	0	100	-2.5	-5	0	44	-3.1	-5
CCOC(=O)C1=C(O)C(=O)N(CCCn2ccnc2)C1c1ccc(OC)cc1 (stereo not given)	-5	-6	97	-2.2	-1	.	16	-3.3	3
CCOC(=O)N1CCN(Cc2cn[nH]c2-c2ccc(-c3ccccc3)cc2)CC1	8	-16	82	-1.6	-22	1	47	-1.0	-11
CN(C)CCCCOc1ccccc1F	-11	6	101	-2.0	-1	2	47	-1.7	17
COc1ccc(OC)c(NC(=O)CSc2nnc(N)s2)c1	-20	2	100	-0.1	-6	3	-34	-3.1	2
Cc1cccc(CSC2=NN3CCCC(=O)N=C3S2)c1	-14	-15	111	-0.2	-2	-7	-9	-4.5	16
COc1ccccc1NC(=O)[C@H](COCc1ccccc1)NC(=O)OC(C)(C)C	1	-37	87	-2.0	-10	-1	-10	-1.4	-22
Cc1ccc(Nc2nnc(SCC(=O)NCCN3C(=O)CSC3=O)s2)cc1	-16	-16	100	0.1	-5	6	8	1.1	10
Cc1ccc(N(C(=O)c2csnn2)C(C(=O)NC2CCCCC2)c2cccnc2)c(C)c1 (stereo not given)	-8	-39	99	-3.3	-4	3	-10	-4.4	5
CCCc1nc(SCC(N)=O)[nH]c(=O)c1CC	-5	-5	102	-1.2	2	1	0	-2.1	22
CN1C(C(=O)NCc2ccc(OC(F)(F)F)cc2)CC2Cn3c(nc4cc5ccccc5cc43)C21 (stereo not given)	8	.	108	.	.	-3	40	.	1
Cc1ccc(NC(=O)COc2ccccc2C=O)cc1Cl	-12	2	99	-1.2	-2	3	20	-3.2	21
COc1ccc(NC(=O)CN(c2ccc([N+](=O)[O-])cc2)S(=O)(=O)c2ccccc2)c(OC)c1	1	-8	97	0.4	-5	5	18	0.1	-7
CCc1sc(C(=O)Nc2ccc(F)cc2C)cc1C	8	-8	110	-2.9	13	4	-6	-4.5	15
COc1ccc(Cc2nnc(NC(=O)Nc3cccc(OC)c3)s2)cc1	-13	-14	99	0.4	18	4	6	-1.0	22
CN(CC(O)CN1CCOCC1)S(=O)(=O)O (stereo not given)	0&1	-1&-1	106&101	-2.3&-1.2	4&0	2	12&24	-2.9&-1.9	6&7
CCCCN(C)CCNC(=O)CCn1nc(-c2ccc(Cl)cc2)ccc1=O	-10	8	98	0.2	0	4	5	-0.5	2
COC(C/C=C/C(=O)COCc1ccccc1)OC	5	.	108	.	.	-3	22	.	16
Cc1ccc(N2C(=O)c3ccc(C(=O)O)cc3C2=O)c(C)c1	-22	0	96	-2.3	6	2	-4	-4.7	-12
COc1ccc(-c2onc3ccc(Cl)cc23)cc1OC	.	-3	.	-1.9	11	.	.	-4.1	.
COc1cc(-c2noc(-c3ccccc3C(=O)NCc3ccco3)n2)cc(OC)c1OC	-6	-14	91	-2.1	6	4	6	0.6	7
CCOC(=O)c1c(NC(=O)CSc2n[nH]c(CNc3ccccc3)n2)sc(C)c1C	6	-7	100	-4.3	3	1	-18	-3.2	21
COc1ccc(N2C(=O)CSC2c2cccc(F)c2)cc1 (stereo not given)	-2	-16	103	-1.3	5	5	5	-0.6	-13
CC(NC(=O)C(C(=O)c1cccc([N+](=O)[O-])c1)n1cc(Cl)ccc1=O)c1ccccc1 (stereo not given)	7	1	102	-2.3	4	6	3	-2.6	-3
Cc1cc(C)cc(C(=O)/C=C2\NC(=O)CS2)c1	-1	-3	102	-0.5	7	-2	11	-4.1	-1
CN(CC(O)CN)CC(O)CN1CCCCC1 (stereo not given)	3	19	99	-2.2	-3	-1	0	-4.7	4
O=C(Nc1cnccn1)Nc1ccccc1Cl	1	2	99	-1.3	-28	2	-15	-2.4	-8
CC1CCCN(c2ccc(C(=O)Nc3nnc(C4CC4)s3)cc2[N+](=O)[O-])C1 (stereo not given)	-9	-3	101	-3.1	-7	2	-9	-2.1	3
O=C(O)Cc1sc(Nc2ccccc2)nc1-c1ccc(Cl)cc1	-10	5	116	-4.5	12	2	-98	-3.7	5
Cc1ccc(C(=O)Nc2ccc(S(=O)(=O)N3CCCC3)cc2)cc1	-18	-18	99	-4.6	1	-4	19	-4.4	2
Cc1ccc2nc(-c3ccc(O)cc3)oc2c1	-8	-5	108	-0.9	-4	-6	45	-3.6	8
CCCc1cc(=O)oc2cc3oc(C)c(C)c3cc12	-5	-2	.	-1.6	-7	-8	18	-4.4	-20
Cc1cccc(NC(=S)NCCc2ccccn2)c1	-10	-3	104	-2.2	0	.	-12	-3.3	10
COc1ccc(C(CCNCc2ccc(N(C)C)cc2)c2ccccc2OC)cc1 (stereo not given)	-7	12	108	0.5	-80	5	28	-2.7	-21
COc1ccc(N(CC(=O)NC2CC3CCC2C3)S(=O)(=O)c2ccc(C)c([N+](=O)[O-])c2)cc1 (stereo not given)	9	-28	103	-1.7	-8	5	16	-2.7	-27
CC1(C)Cc2c(c(-c3ccco3)nc3n[nH]c(N)c23)CO1	-26	-7	103	-0.8	2	7	29	-3.6	21
COC(=O)c1ccc(C)c(NC(=O)CCSc2ccc(Cl)cc2)c1	-10	-9	.	-1.6	-2	2	15	-1.2	19
COc1ccc(CC(=O)Nc2nc(-c3cccnc3)cs2)cc1	6	-2	102	-1.4	-6	3	0	-2.5	24
Cc1ccc(CN2CCN(Cc3cn(C(C)C)c4ccccc34)CC2CCO)o1 (stereo not given)	-6	13	100	-3.4	-21	0	15	-2.2	2
COc1ccccc1C1NC(c2ccccc2OC)C(C)C(=O)C1C (stereo not given)	9	-7	103	-0.2	-2	9	5	-0.6	-7
CCOc1ccc(N(CC(=O)NC2CC3CCC2C3)S(=O)(=O)c2ccc(C)cc2)cc1 (stereo not given)	-2	-61	102	1.3	-9	4	38	-0.1	-12
CCS(=O)(=O)N1CCCC(C(=O)NCCc2ccc(C)cc2)C1 (stereo not given)	-7	-2	93	-2.4	-5	4	0	-0.3	22
Cn1c(SCc2nc(-c3ccc(Cl)cc3)no2)nnc1-c1cccs1	1	-1	112	2.8	20	-13	17	-2.1	-8
COc1ccc(C(=O)Nc2ccccc2C(=O)NCc2ccco2)cc1OC	-7	-7	94	-1.2	-5	5	-20	-1.9	18
COc1cccc(NC(=S)NNC(=O)C(C)n2nc(C)c([N+](=O)[O-])c2C)c1 (stereo not given)	-5	-1	102	-2.5	6	0	20	-2.1	-36
CCc1nccn1CCC(=O)NC1CC(C)(C)Cc2c1cnn2-c1cccc(F)c1 (stereo not given)	-4	9	104	-1.7	-4	2	29	-2.0	5
CN(Cc1nccs1)C(=O)c1ccc(OC2CCN(Cc3ccccn3)CC2)cc1	-5	0	103	0.0	-4	-2	57	-0.1	-4
COc1ccc(NC(=S)N2CCN(c3ccc([N+](=O)[O-])cc3)CC2)cc1OC	6	3	118	-1.6	7	0	-29	-1.7	-9
CC1CN(C(=O)Cn2c(C(F)(F)F)nc3ccccc32)CC(C)O1 (stereo not given)	6	1	108	-4.0	1	1	8	-0.9	4
COCC(C)N1C(=O)Cc2c1nc(N)c1c(N)nc(N3CCN(c4ccccc4F)CC3)c(C#N)c21 (stereo not given)	-13	-12	97	-1.6	-7	-1	5	-0.4	97
O=C(/C=C/c1cnc2ccccc2n1)NC12CC3CC(CC(C3)C1)C2	-1	-6	99	-1.5	4	3	4	-2.8	-14

Record cards, as listed above. Order of values: p-CIP stab down | FID counter | MEKK3 PB1 HTS | VIM-2 inh | NS3 helicase inh | IDE act | PHOSPHO1 inh | IMP-1 inhibitor | UBC9 SUMO inh
`CCOc1ccc(N(CC(=O)NC2CC3CCC2C3)S(=O)(=O)c2ccc(C)cc2)cc1` (stereo not given) across the screens: -2 | -61 | 102 | 1.3 | -9 | 4 | 38 | -0.1 | -12
`Cc1ccc(CC(=O)O/N=C(\N)c2ccccn2)cc1` across the screens: 11 | -14 | 99 | -2.9 | 11 | 2 | 10 | -5.6 | 24

New compounds follow:
SMILES	p-CIP stab down	FID counter	MEKK3 PB1 HTS	VIM-2 inh	NS3 helicase inh	IDE act	PHOSPHO1 inh	IMP-1 inhibitor	UBC9 SUMO inh
Cc1cccc(-n2c(SCC(=O)N3CC(=O)Nc4ccccc43)nc3ccccc3c2=O)c1	7	-41	121	-3.2	1	-2	-5	-3.0	11
c1ccc2c(c1)CC1(CCCC1)N=C2N1CCOCC1	8	-3	97	-0.5	8	10	24	-1.1	24
COc1ccc(NC(=O)CCc2nc3ccccc3[nH]2)cc1	4	-12	100	-2.1	12	3	11	-3.7	2
COCCCN(C(=S)Nc1cccc(Cl)c1)C(C)c1ccncc1 (stereo not given)	8	1	108	-1.1	-5	7	-2	-1.7	0
CN(C)Cc1c(C(=O)N/N=C/c2ccc(-c3ccccc3)cc2)nnn1-c1nonc1N	-5	-8	100	0.8	2	3	38	0.8	5
Nc1nc(-c2ccco2)nn1C(=O)c1ccc([N+](=O)[O-])cc1	-4	2	97	-2.6	10	0	-16	-2.2	4
CCC(=O)NC(NC(=S)Nc1c(C)n(C)n(-c2ccccc2)c1=O)C(Cl)(Cl)Cl (stereo not given)	0	-1	100	-2.8	1	-6	7	-2.8	1
Fc1ccc2nc(Nc3nc4c(F)cc(F)cc4s3)sc2c1	8	0	101	-1.6	17	2	-10	0.1	-50
Cc1c(CN2CCC(n3nccc3NC(=O)C3CCOC3)CC2)[nH]c2ccccc12 (stereo not given)	-1	5	100	-3.2	0	3	66*	-3.8	5

The list is partial; count on the stated rates, not on these rows.
